KDM5B inh: inhibitors of human KDM5B histone demethylase; 2.6% of 220,000 active; Q9UGL1; Potency, µM (doses to about 57.7 µM), inactives show at the top dose activity change, negative = inhibition, actives largely listed as inhibitors; KDM5B demethylase, FDH-coupled NADH fluorescence (FDH is formaldehyde dehydrogenase); AID 1347165; active = well fitted inhibition curve with a large enough effect; inconclusive = small, poorly fitted or top-dose-only effect; inactive = no such curve, though single readings can be large or run the other way; also: 0% is about no effect; nearly all actives have a fitted effect of over 70% in size
Target sequence (Q9UGL1 whole entry, looked up): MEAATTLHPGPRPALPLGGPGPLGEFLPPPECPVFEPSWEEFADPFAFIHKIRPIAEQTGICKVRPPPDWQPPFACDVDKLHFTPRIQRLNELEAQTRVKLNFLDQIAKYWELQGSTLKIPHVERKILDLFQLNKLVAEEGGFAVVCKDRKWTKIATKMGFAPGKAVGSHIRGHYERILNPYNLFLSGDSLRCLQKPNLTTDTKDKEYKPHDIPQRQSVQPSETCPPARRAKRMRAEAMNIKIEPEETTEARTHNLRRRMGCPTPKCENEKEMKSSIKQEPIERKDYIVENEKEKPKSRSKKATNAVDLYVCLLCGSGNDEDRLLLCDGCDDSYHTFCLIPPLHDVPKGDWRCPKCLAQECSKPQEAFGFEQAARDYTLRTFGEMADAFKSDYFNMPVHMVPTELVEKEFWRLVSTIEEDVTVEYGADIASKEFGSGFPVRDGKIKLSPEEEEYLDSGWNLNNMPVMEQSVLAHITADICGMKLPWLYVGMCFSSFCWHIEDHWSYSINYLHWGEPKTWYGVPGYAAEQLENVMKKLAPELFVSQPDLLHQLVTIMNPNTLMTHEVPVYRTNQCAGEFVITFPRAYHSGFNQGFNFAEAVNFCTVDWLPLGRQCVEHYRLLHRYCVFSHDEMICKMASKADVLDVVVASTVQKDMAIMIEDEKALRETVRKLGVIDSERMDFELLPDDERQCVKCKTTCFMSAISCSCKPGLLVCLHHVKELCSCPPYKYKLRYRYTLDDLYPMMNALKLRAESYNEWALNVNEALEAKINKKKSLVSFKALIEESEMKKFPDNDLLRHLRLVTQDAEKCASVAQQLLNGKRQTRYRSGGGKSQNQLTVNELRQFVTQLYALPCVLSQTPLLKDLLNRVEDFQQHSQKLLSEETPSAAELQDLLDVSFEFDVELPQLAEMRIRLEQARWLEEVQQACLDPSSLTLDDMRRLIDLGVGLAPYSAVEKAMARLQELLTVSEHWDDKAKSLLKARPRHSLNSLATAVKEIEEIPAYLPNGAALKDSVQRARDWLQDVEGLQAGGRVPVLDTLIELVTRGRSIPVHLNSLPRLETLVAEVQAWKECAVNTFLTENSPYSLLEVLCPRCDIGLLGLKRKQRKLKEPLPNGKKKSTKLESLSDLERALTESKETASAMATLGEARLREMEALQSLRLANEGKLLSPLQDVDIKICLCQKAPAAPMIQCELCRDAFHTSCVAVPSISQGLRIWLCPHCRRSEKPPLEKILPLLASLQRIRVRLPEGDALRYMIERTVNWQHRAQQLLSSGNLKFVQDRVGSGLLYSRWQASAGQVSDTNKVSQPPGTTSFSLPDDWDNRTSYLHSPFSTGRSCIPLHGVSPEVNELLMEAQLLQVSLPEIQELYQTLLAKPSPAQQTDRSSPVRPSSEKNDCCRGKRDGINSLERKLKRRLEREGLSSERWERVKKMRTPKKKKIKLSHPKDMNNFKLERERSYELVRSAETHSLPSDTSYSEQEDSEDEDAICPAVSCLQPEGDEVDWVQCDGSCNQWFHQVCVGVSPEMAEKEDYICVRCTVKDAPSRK
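qHTS format, multiple compound concentrations. Buffer 50 mM HEPES pH 7.5/0.01% Tween-20; 200 nM KDM5BΔAP final; 10 min compound preincubation; substrate-mix levels 12.5 µM peptide, 25 µM α-KG, 0.25 mM NAD⁺; 30 min RT; ΔRFU.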
The depositor's hits bear a star; i = inactive; ? = inconclusive; & = joins results of further samples; [ ] = dose if it differs, or a comment. Potency is read from the fitted curve at half-maximal effect. Only part of the results is shown; rates above refer to the full screens.

SMILES	KDM5B inh
CN(C)CCNC(=O)Cc1c[nH]c2ncc(-c3ccccc3)cc12	35µM*
CC(=O)Nc1ccc(S(=O)(=O)N[C@H]2CO[C@H]3[C@@H]2OC[C@H]3OC(=O)Nc2cccc3ccccc23)cc1	0%
CNC(=O)Nc1ccc(C)n(CC(=O)NCc2cccc(C)c2)c1=O	?
CNC(=O)[C@@H]1C[C@H](n2cc(CNC(=O)Nc3cc(F)ccc3F)nn2)CN1	-18%
CCN(CC)S(=O)(=O)c1ccc2c(c1)N(CC(=O)N1CCN(c3cccc(C)c3)C(C)C1)C(=O)CO2 (stereo not drawn)	7%
COC(=O)C1CN(Cc2ccc(Cl)cc2)CCS(=O)(=O)N1Cc1cn(Cc2ccc(OC)cc2)nn1 (stereo not drawn)	17%
Fc1ccc(/C=N/Nc2c(Cl)cc(Cl)cc2Cl)cc1F	-12%
CCOc1ccc(-n2c(CCC(=O)O)ccc2-c2ccc(Br)cc2)cc1	-6%
O=C1NC2(CCCN(C(=O)c3ccc4c(c3)OCO4)C2)Oc2ccccc21 (stereo not drawn)	21%
CCOC(=O)C1=C(C)N=C2SC=C(CC(=O)N(C)CC)N2C1c1cccc([N+](=O)[O-])c1 (stereo not drawn)	-2%
CCc1ccccc1N(CC)C(=O)c1c(C)oc2ncn(C)c(=O)c12	-5%
O=C(COc1ccc(Cl)cc1Br)OCC(=O)c1ccc[nH]1	-6%
COCC1CN(C2CCC2)CC12CCN(C(=O)Cc1ccc(OC)cc1)CC2 (stereo not drawn)	-21%
CC1CCCN(S(=O)(=O)c2cc(C(=O)NCCc3ccccc3)n(C)c2)C1 (stereo not drawn)	-9%
CC1(C)CC(=O)C2=C(C1)OC(N)=C(C#N)C2c1ccc(Cl)cc1 (stereo not drawn)	3%
N#C/C(=C\c1cccs1)C(=O)N1CCOCC1	3%
O=C(CC1CCCC1)NCc1cccnc1	3%
Cc1ccc(-n2nnnc2SCC(=O)N2CCN(CC(=O)N3CCCC3)CC2)c(C)c1	13%
CCC(NC(=O)/C=C/C(=O)O)c1ccccc1 (stereo not drawn)	19%
COCCNC(=O)c1ccc(-n2c(-c3ccccc3)cc3c2CCCCC3)cc1	-25%
COc1ccc(/C=C2/N=C(c3ccc(Cl)cc3Cl)NC2=O)cc1OC	4%
CCCCC(NC(=O)COc1cc2c(c3oc(=O)cc(C)c13)CCC(C)(C)O2)C(=O)O (stereo not drawn)	?
CCCc1c(C(=O)OCC)nnc2c(-c3ccccc3)c(C)nn12	5%&5%
CCn1nc(C(=O)N2CCCC(c3nc4ccccc4s3)C2)c2ccccc2c1=O (stereo not drawn)	0%
Cc1ccccc1OCc1nc2c3cnn(-c4ccccc4F)c3ncn2n1	0%

The final two compounds of the section above lead into the next:
SMILES	KDM5B inh
CCn1nc(C(=O)N2CCCC(c3nc4ccccc4s3)C2)c2ccccc2c1=O (stereo not drawn)	0%
Cc1ccccc1OCc1nc2c3cnn(-c4ccccc4F)c3ncn2n1	0%
COc1ccc(CCNC(=O)c2sc(NC3CC3)nc2C)cc1	-9%
CC1CCCC(NC(=O)/C=C/c2cccc(C#N)c2)C1 (stereo not drawn)	13%
CC(C)c1nnc2ccc(N3CCCCCC3)nn12	-13%
CCOC(=O)CSc1nc(-c2cccc(C)c2)nc2c1COC(C)(C)C2	11%
Cc1c(F)cccc1NC(=O)C12CC3CC(CC(C3)C1)C2	-4%
CN(Cc1cccc(-c2nn[nH]n2)c1)C(=O)c1ccc(C2CCCNC2)cc1 (stereo not drawn)	-16%
CCCOc1ccc(NC(=O)Cc2ccccc2)c2cccnc12	-11%
CC(=O)N[C@@H]1CN(S(=O)(=O)c2sccc2C)C[C@H]1c1ccc(C)o1	-10%
COc1ccc(Cn2c(SCC(=O)NCc3ccc(Cl)cc3)nc3ccsc3c2=O)cc1	6%
CN1CC(=O)N(c2ccccc2F)Cc2c(NC3CCCC3)ncnc21	-27%[86.2 µM]
COCCn1nc2n(c1=O)CCN(S(=O)(=O)c1ccc(Cl)s1)CC2	12%
Cc1ccc(C)c(N2CCN(S(=O)(=O)c3ccc4oc(=O)c5ncn(C)c5c4c3)CC2)c1	1%
Cc1nnc2sc(-c3ccc(CNC(=O)C(C)(C)Oc4ccc(Cl)cc4)cc3)nn12	-3%
O=C(O)c1ccc(Cl)c(I)c1	-11%
COCCN(Cc1cc2cc(C)ccc2[nH]c1=O)C(=O)c1ccc(OC)c(OC)c1	?
CC(=O)NC1(C)CCCN(Cc2cccc(-c3ccc4c(ccn4C)c3)c2)C1 (stereo not drawn)	?
O=C(NC[C@H]1O[C@H](Cc2cc(-c3ccc(F)cc3)on2)CC[C@@H]1O)c1ccc(F)cc1	-15%[86.2 µM]
CCC(C)NCc1ccccc1 (stereo not drawn)	28%
CCOC(=O)COc1nc(-c2ccc(Cl)cc2)cc(-c2ccco2)c1C#N	?
CC1=C(C(=O)Nc2ccccc2)C(c2cccn2C)n2ncnc2N1 (stereo not drawn)	9%
COc1ccc(NC(=O)CCc2c(C)nc3nc(CNC(=O)OC(C)(C)C)nn3c2C)cc1OC	-3%
C=CCNc1oc(/C=C/c2ccc(OC)c(OC)c2)nc1C#N	?
CCC(=O)C1=C(c2cccc([N+](=O)[O-])c2)N(C(=O)CC)n2c(nnc2-c2ccccc2)S1	-20%
CCN1C(=O)C2CC3(CCN(C(=O)c4ccoc4)CC3)CN2C1=O (stereo not drawn)	14%
CC(Sc1n[nH]c(-c2ccccc2)n1)C(=O)Nc1cccc(C(F)(F)F)c1 (stereo not drawn)	4%

A different layout for part of the listing above.
KDM5B inh	smiles
-11%	O=C(O)c1ccc(Cl)c(I)c1
?	COCCN(Cc1cc2cc(C)ccc2[nH]c1=O)C(=O)c1ccc(OC)c(OC)c1
?	CC(=O)NC1(C)CCCN(Cc2cccc(-c3ccc4c(ccn4C)c3)c2)C1 (stereo not drawn)
-15%[86.2 µM]	O=C(NC[C@H]1O[C@H](Cc2cc(-c3ccc(F)cc3)on2)CC[C@@H]1O)c1ccc(F)cc1
28%	CCC(C)NCc1ccccc1 (stereo not drawn)

Later entries.
SMILES	KDM5B inh
C=Cc1ccc(CSc2nc(-c3ccc(OC)cc3)nc3c2Cc2c(CO)cnc(C)c2O3)cc1	-23%
Cc1ccc(C(C(=O)NCc2cc(=O)[nH]cn2)N(C)C)cc1 (stereo not drawn)	-24%
Cc1nc(N2CCN(C(=O)c3ccc(C#N)cc3)CC2)cc(C(F)(F)F)n1	-16%
COc1ccc(/C=C(\C#N)C(=O)Nc2ccccc2C(=O)O)cc1OC(=O)c1ccccc1Cl	21%
Cc1ccc(NC(=O)CN2C(=O)CSc3ccc(S(=O)(=O)N(C)C)cc32)cc1C	?
COC(=O)c1c(C)[nH]c(C(=O)NCCc2ccc(Cl)cc2)c1C	12%
O=C(Nc1ccc(C(=O)N2CCCCC2)cc1)c1ccccc1Br	7%
CCCNC(=O)C1COC2(CCN(C(=O)CC(C)C)CC2)N1C(=O)c1cccc(OC)c1 (stereo not drawn)	-9%
O=C(NCc1cccnc1)C1(CCO)CC12CCOCC2 (stereo not drawn)	-25%
O=C(O)CNS(=O)(=O)c1cc(C(=O)O)ccc1C(=O)O	0%
COc1ccc(NC(=O)Cn2c(=O)c3cc(Cl)ccc3n3nncc23)cc1	163%[activator]
Cc1ccc2c(C)nc(N/C(N)=N/S(=O)(=O)c3ccccc3)nc2c1	?
CCC1Oc2ccc(NC(=O)COc3ccccc3)cc2CN(Cc2cccc(OC)c2)C1=O (stereo not drawn)	-20%
COc1cccc(/C=C/c2nc(C#N)c(N3CCN(C(=O)c4ccco4)CC3)o2)c1	i
CCc1ccc(NC(=O)c2sc3ncnc(N(C)C4CCCCC4)c3c2C)cc1	-19%
CCn1cc(C(=O)NCc2ccccc2OC)c(=O)c2cc(S(=O)(=O)N3CCCCC3)ccc21	-8%
COCCOC(=O)c1c(-c2ccccc2)c(-c2ccccc2)nn(C)c1=O	7%
CC(C)CCNC(=O)CN1C(=O)CSc2ccc(S(=O)(=O)N3CCC(C)CC3)cc21	8%
COc1ccc2nc(SCC(=O)NCc3ccc(OC)c(OC)c3)[nH]c2c1	4%
CC1=C(c2ccc(C)c(C)c2)S(=O)(=O)N=C1N1CCC(C(=O)N2CCC(C(N)=O)CC2)CC1	-13%
COc1ccc(C2(C(=O)N3CCN(Cc4ccccc4)CC3)CCOCC2)cc1	13%[115 µM]
Cc1ccc(S(=O)(=O)NCCc2nnc3ccc(SCc4cc(C)ccc4C)nn23)cc1	-6%
CC(C)n1cnnc1CC1CCN(S(=O)(=O)Cc2ccccc2)C1 (stereo not drawn)	4%
C(=C\c1nc2ccccc2s1)/c1csc(-c2ccccc2)n1	?
O=C(NC1CCCCC1)N[C@H]1CCN2C(=O)c3cc(-c4ccccc4)ccc3NC(=O)[C@H]12	1%[86.2 µM]

Among those listed so far, two contain a nitro group on carbon:
SMILES	KDM5B inh
CCOC(=O)C1=C(C)N=C2SC=C(CC(=O)N(C)CC)N2C1c1cccc([N+](=O)[O-])c1 (stereo not drawn)	-2%
CCC(=O)C1=C(c2cccc([N+](=O)[O-])c2)N(C(=O)CC)n2c(nnc2-c2ccccc2)S1	-20%

More compounds:
SMILES	KDM5B inh
Cc1nc2ccc(NC(=O)c3cc4c(s3)CCC4)cc2s1	?
NC(=O)C1CCN(C(=O)Cc2cccc(C(F)(F)F)c2)CC1	10%
COc1ccc(C(=O)COC(=O)C(Cc2c[nH]c3ccccc23)NC(=O)c2ccc(C(C)(C)C)cc2)cc1 (stereo not drawn)	-16%
Brc1ccc(Oc2ncnc3c2oc2ccccc23)cc1	19%
O=C(NCc1ccc(F)cc1)N1CCN(Cc2ccc(C(F)(F)F)cc2)CC1	16%
CS(=O)(=O)c1ncc(N(Cc2ccco2)Cc2ccco2)c(C(=O)Nc2ccccc2Br)n1	-25%
COC(=O)C1CCNC1 (stereo not drawn)	14%
COc1cccc(C(=O)NNC(=O)C(=O)Nc2ccc(C)cc2)c1	20%
CC(C)c1nn2c(=O)cc(COC(=O)c3ccc(NC(=O)C4CCCCC4)cc3)nc2s1	-17%
CNC(=O)NC(=O)C(C)Sc1cccc2cccnc12 (stereo not drawn)	?
Fc1ccc(-c2cc(CC3(NCc4ccccc4F)COC3)no2)cc1	1%[86.2 µM]
O=c1cc(-c2ccccn2)oc2c(-c3cccc(CO)c3)nccc12	?
Cc1cc(C)n(CCC(=O)N2CCCC(c3nnnn3C)C2)n1 (stereo not drawn)	25µM*
COc1cccc(CN[C@@H]2CCC[C@@H](C(=O)NC3CCOCC3)CC(=O)N(C)C2)c1	19%[86.2 µM]
Cc1cc(-c2cnc3n[nH]c(-c4sccc4C)c3n2)ccn1	5%[86.2 µM]
Cc1ccc(Cl)cc1NC(=O)COC(=O)c1nn(C)c(=O)c2ccccc12	4%
CCc1cccc(N2C(=O)CS(=O)(=O)C23C(=O)N(Cc2ccc(Cl)cc2)c2ccccc23)c1 (stereo not drawn)	4%
COc1cccc(N2C(=O)NC(=NC3CCCCC3)C23CCCN(CC2CC2)C3)c1 (stereo not drawn)	17%[115 µM]
Cc1noc(C)c1-c1nccc2c(=O)cc(-c3cccnc3)oc12	?
Cc1ccc(NC(=O)N2CCC(Oc3ncccc3C(=O)N3CCOCC3)C2)cc1Cl (stereo not drawn)	-11%
CC(C)(CO)NC(=O)c1cc(C(C)(C)C)cc(C(C)(C)C)c1	20%
O=C(O)c1cc(S(=O)(=O)N(Cc2ccccc2)c2ccccc2Cl)ccc1Cl	21%
CCCc1cc(C(=O)N2CCC3(CC2)CN(C(C)CCC)C(=O)O3)n[nH]1 (stereo not drawn)	28µM*
COC(=O)c1c(NC(=O)c2c(-c3c(Cl)cccc3Cl)noc2C)sc(C)c1C	18%
Cc1c(CC(=O)O)c(=O)oc2cc(OCc3ccccc3)ccc12	?
Additional results:
SMILES	KDM5B inh
COc1cc(Cl)ccc1C(=O)NC1CCN(c2cc(-c3cccs3)[nH]n2)C1 (stereo not drawn)	?
O=C(c1cccnc1)N1CCC2(CCCCO2)CC1	?
CC(=O)N1CCCC1c1nc2ccccc2n1Cc1ccccc1C (stereo not drawn)	-30%
COC(=O)C1=C(C(=O)c2ccc(C)cc2)C(c2ccc(OC)cc2)n2nnnc2N1 (stereo not drawn)	-18%
O=C(NNc1cc(Cl)cc(Cl)c1)c1c(F)cccc1Cl	5%
Cc1ccc(C(=O)c2ccccc2C(=O)OCCCc2ccccc2)cc1C	14%
Cc1ccc(OCc2nc(-c3ccc(C(=O)N4CCN(c5ccccc5)CC4)cc3)oc2C)cc1	-19%[11.5 µM]
CCO[C@H]1CN(C2CCN(c3ccc4c(c3)CCC4)CC2)C[C@@H]1O	?
Cc1ccc(NC(=O)N2CCC(CCNC(=O)C(C)C)CC2)cc1F	5%
O=C1SCCC1NC(=O)C(Sc1ccccc1)c1ccccc1 (stereo not drawn)	17%
O=c1c2ccccc2cnn1Cc1n[nH]c(=S)n1C1CC2CCC1C2 (stereo not drawn)	-1%
O=C(NCc1nc2ccccc2n1Cc1ccccc1Cl)c1ccccc1	0%
O=C(Nc1ccc(F)cc1)c1ccc2ccnn2c1	?
COc1ccc2cc(C(=O)NCc3cccnc3-n3cccn3)c(C)nc2c1	?
